Her2 expr inh: lowers expression of human Her2 kinase; P04626; SKBR-3 HER2 protein level, AlphaScreen, 18-24 h; stronger effect = lower value; HER2 level % of control, % at 10 µM; actives 0.69% (n = 65,000);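 active means HER2 level under 5% of the carrier-only control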;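 further: 100% = DMSO carrier and 0% = 500 nM PU-H71 HSP90 inhibitor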
D1 allo mod: allosterically modulates the human D1 dopamine receptor | B-score at 10 µM | P21728 | actives 5.9% (n = 58,000) | HEK293 D1, CRE-luciferase, dopamine EC30 potentiation; actives deviate in either direction;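 active means luminescence count or its row- and column-corrected plate score outside the 99.7% band of the plate's sample wells, on either side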
Target sequence (P21728 whole entry, looked up): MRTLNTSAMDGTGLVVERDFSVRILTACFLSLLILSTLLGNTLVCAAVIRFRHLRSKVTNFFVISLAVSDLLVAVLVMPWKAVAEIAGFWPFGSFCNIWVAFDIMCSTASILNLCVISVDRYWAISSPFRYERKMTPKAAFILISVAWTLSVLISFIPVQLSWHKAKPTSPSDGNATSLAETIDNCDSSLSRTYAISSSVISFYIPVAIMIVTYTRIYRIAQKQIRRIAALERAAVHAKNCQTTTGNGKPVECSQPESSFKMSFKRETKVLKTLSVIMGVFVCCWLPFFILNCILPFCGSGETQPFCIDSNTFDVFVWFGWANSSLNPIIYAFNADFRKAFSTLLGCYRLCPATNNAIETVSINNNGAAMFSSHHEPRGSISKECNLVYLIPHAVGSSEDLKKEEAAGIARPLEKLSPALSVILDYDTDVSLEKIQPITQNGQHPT
Hsp90 block: displaces geldanamycin probe from tumor Hsp90; P07900; NCI-N417 lysate Hsp90, Cy3B-geldanamycin FP displacement; inhibition, % at 30 µM; actives 0.35% (n = 64,000); AID 429;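 active means inhibition above 50%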;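 further: 0% = tracer plus lysate wells and 100% = tracer alone without lysate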
E coli RNAP: inhibitors of Escherichia coli RNA polymerase; inhibition, %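 (tested at 10 µM)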; P0A8V2; AID 559; actives 0.2% (n = 62,000); E. coli RNA polymerase, fluorescence transcription assay; in the data active means inhibition above about 20%;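 further: 0% = enzyme without compound and 100% = no enzyme blank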
5HT1a ag: activates the human 5-HT1a serotonin receptor; P08908; activation, % at 10 µM; actives 0.56% (n = 65,000); CHO 5-HT1a Ga15 NFAT-bla reporter, FRET ratio; 0% basal, 100% maximal reference agonist;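 active means activation above the screen-wide mean activation plus 3 SD, cut at about 19% in these data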;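 further: 0% = DMSO wells and 100% = 5-CT at EC100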
M1 antag: M1 muscarinic receptor (rat) antagonism. actives 3.4% (n = 64,000). B-score at 10 µM. P08482. CHO-M1 cells, Fluo-4 calcium, ACh EC80 antagonist mode; stronger effect = lower value;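 active means calcium fluorescence response, raw or row-and-column corrected B-score, differing from the plate sample mean either way at a set confidence level, mostly lower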
Target sequence (P08482 whole entry, looked up): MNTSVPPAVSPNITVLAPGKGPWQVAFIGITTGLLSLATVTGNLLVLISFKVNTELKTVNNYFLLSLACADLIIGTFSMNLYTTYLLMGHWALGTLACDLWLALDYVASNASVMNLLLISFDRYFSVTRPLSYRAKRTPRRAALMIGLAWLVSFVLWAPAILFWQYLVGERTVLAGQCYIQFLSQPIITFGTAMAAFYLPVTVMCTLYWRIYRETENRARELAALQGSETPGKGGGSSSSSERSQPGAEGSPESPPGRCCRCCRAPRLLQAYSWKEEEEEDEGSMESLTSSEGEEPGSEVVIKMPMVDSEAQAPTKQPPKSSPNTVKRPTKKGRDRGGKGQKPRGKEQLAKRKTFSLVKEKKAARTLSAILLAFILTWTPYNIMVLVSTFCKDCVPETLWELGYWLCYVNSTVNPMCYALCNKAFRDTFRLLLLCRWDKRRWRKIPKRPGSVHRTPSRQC
M1 agonist: activates the M1 muscarinic receptor. CHO-M1 cells, Fluo-4 calcium fluorescence, agonist mode; stronger effect = higher value. B-score at 10 µM. actives 3% (n = 64,000). AID 626;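 active means fluorescence rise, raw or as B-score row- and column-corrected plate score, outside the 99.7% band of its plate's samples, either direction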
NADH coupling: inhibitors of enzymes used to reach an NAD/NADH endpoint. coupled PK/LDH NADH assays, four targets. IC50, µM (highest dose often 10 µM), inactives show at the highest dose inhibition. actives 0.02% (n = 65,000). AID 774;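 active means single-dose screening hits from any of four coupled enzyme assays that gave an IC50 when retested across doses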;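 further: the DPM-DC format reads NADH fluorescence rather than 340 nm absorbance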
Autofluor 339: intrinsic fluorescence of library compounds, ex339/em460 – biochemical, MLSMR library, data from DPM-DC assay, artefact control, profiling panel. fluorescence fold increase at 10 µM. AID 709. compound autofluorescence, ex339/em460 nm, NADH buffer; stronger effect = higher value; 1 = no-compound wells, NADH background. actives 5.5% (n = 65,000);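 active means at 10 µM, mean starting fluorescence two-fold or more over control wells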;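 further: signal is the first read of a kinetic run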
* marks the source's active call; other numbers are inactive results; . = no result given; [ ] = another dose, or the depositor's remark.

1) COc1cccc(C(=O)N2CCN(Cc3ccc4c(c3)OCO4)CC2)c1OC
2) CCN1CCN(CC(=O)Nc2ccc(Cl)c(Cl)c2)C(=O)C1=O
3) CC(=O)N=C1SC2CS(=O)(=O)CC2N1c1cccc(Cl)c1Cl (centres undefined)
4) Cc1nonc1NC(=O)CSc1nc2cc(Cl)ccc2c2c1CCCC2
5) CCCc1n[nH]c2c1C(=O)CC(C)(C)C2
Screen / compound no.,1,2,3,4,5
Her2 expr inh,105,100,109,102,80
D1 allo mod,-0.4,-0.3,.,-2.5*,0.0026
Hsp90 block,-1,3,-4,-2,-5
E coli RNAP,4,2,4,0,0
5HT1a ag,-1.7,-6.0,-4.4,-1.8,0.0
M1 antag,0.83,0.048,0.71,-0.69,0.17
M1 agonist,-0.25,-0.062,-0.28,0.3,0.047
NADH coupling,3%,4%,5%,5%,6%
Autofluor 339,1.1,1.2,1.1,1.2,1.1

6) O=C(Nc1ccc2c(c1)OCCO2)c1ccc(S(=O)(=O)N2CCCCC2)cc1
7) COc1ccc(OC)c(NC(=O)Cn2cc(C(=O)c3ccco3)c3ccccc32)c1
8) Cc1ccc(C(c2sc3nc(C)nn3c2O)N2CC(C)OC(C)C2)cc1 (centres undefined)
9) Cc1cc(C)cc(N(CC(=O)N2CCN(Cc3ccccc3)CC2)S(=O)(=O)c2c(C)noc2C)c1
10) O=C(Nc1c(F)c(F)c(F)c(F)c1F)NC1CCCCC1
Screen / compound no.,6,7,8,9,10
Her2 expr inh,68,92,35,102,94
D1 allo mod,0.28,-0.42,0.44,-0.22,-0.89
Hsp90 block,2,-1,-1,-3,-9
E coli RNAP,17,-4,3,11,-7
5HT1a ag,-1.3,-3.0,0.5,-1.4,-1.9
M1 antag,-0.011,0.51,0.26,0.3,-0.042
M1 agonist,-0.99,0.39,-0.49,-0.19,-0.36
NADH coupling,7%,6%,3%,0%,3%
Autofluor 339,1,1.1,1.1,1,1.1

11) COc1ccc(NC(=O)C2c3cc(OC)c(OC)cc3C(=O)N(C)C2c2cccnc2)cc1OC (centres undefined)
12) CC(=O)NC1CC2CCCC(C1)N2CC(=O)Nc1ccccc1 (centres undefined)
13) CCCC(C)C(=O)Nc1ccc2c(c1)OCCO2 (centres undefined)
14) Cc1ccc(C2CC(c3cccc(C)c3)n3ncnc3N2)cc1 (centres undefined)
15) CCCCOCCCNC(=O)N[C@@H](CCSC)C(=O)OC
Screen / compound no.,11,12,13,14,15
Her2 expr inh,71,82,94,90,112
D1 allo mod,0.043,-1,0.41,0.59,0.39
Hsp90 block,.,-2,7,-1,0
E coli RNAP,7,-12,0,8,-6
5HT1a ag,-1.0,-0.1,-1.9,0.1,2.1
M1 antag,-0.052,-0.076,0.43,-0.32,-0.92
M1 agonist,-0.44,-1.2,-0.61,-1.7,-0.53
NADH coupling,4%,3%,6%,4%,4%
Autofluor 339,1.1,1,1.1,1.1,1.1

Quoted at random: 3 entries already listed, in no set order.
13) CCCC(C)C(=O)Nc1ccc2c(c1)OCCO2 (centres undefined)
12) CC(=O)NC1CC2CCCC(C1)N2CC(=O)Nc1ccccc1 (centres undefined)
11) COc1ccc(NC(=O)C2c3cc(OC)c(OC)cc3C(=O)N(C)C2c2cccnc2)cc1OC (centres undefined)
Screen / compound no.,13,12,11
Her2 expr inh,94,82,71
D1 allo mod,0.41,-1,0.043
Hsp90 block,7,-2,.
E coli RNAP,0,-12,7
5HT1a ag,-1.9,-0.1,-1.0
M1 antag,0.43,-0.076,-0.052
M1 agonist,-0.61,-1.2,-0.44
NADH coupling,6%,3%,4%
Autofluor 339,1.1,1,1.1

(further entries)
16) CCN1CCc2c(sc3c2c(NCc2ccco2)nc2nnnn23)C1
17) Cc1occc1-c1nnc(SCC(=O)c2ccccc2)n1CC1CCCO1 (centres undefined)
18) COc1ccc(-n2c(C)cc(C(=O)Cn3c(NCCO)nc4ccccc43)c2C)cc1
19) CCCn1c(NCc2cc(OC)ccc2OC)nc2ccccc21
20) CCC(C)OC(=O)C1=C(C)NC(=O)CC1c1ccccc1OC (centres undefined)
Screen / compound no.,16,17,18,19,20
Her2 expr inh,42,77,88,92,78
D1 allo mod,0.091,-0.43,-0.39,-2,-2.2
Hsp90 block,-17,2,-4,-3,1
E coli RNAP,-4,6,1,.,17
5HT1a ag,-4.7,0.1,-1.3,-1.3,-7.2
M1 antag,.,0.99,0.11,-1.2,0.19
M1 agonist,.,0.028,0.72,-0.19,1.5
NADH coupling,8%,3%,7%,4%,4%
Autofluor 339,2.4*,1.1,1.1,1.1,1.1

21) Cn1c(Cn2cnc3ccccc32)nnc1SCc1ccccc1
22) Cc1sc(NC(=O)c2cccs2)nc1-c1ccccc1
23) COC(=O)COc1ccc(S(=O)(=O)N2CCOCC2)cc1
24) CCCOc1cccc(C(=O)Nc2cccc(NC(=O)c3ccco3)c2)c1
25) O=C(NC12CC3CC(CC(C3)C1)C2)c1cncc(O)c1
Screen / compound no.,21,22,23,24,25
Her2 expr inh,84,89,60,49,83
D1 allo mod,-0.0034,-0.3,0.078,-0.21,-0.038
Hsp90 block,-4,1,-2,-7,-2
E coli RNAP,-4,5,8,0,-1
5HT1a ag,-1.5,-3.8,-2.9,-3.3,-2.3
M1 antag,-0.21,0.0094,0.52,-0.26,-0.059
M1 agonist,0.25,-0.033,-0.95,6*,-0.43
NADH coupling,0%,6%,5%,7%,4%
Autofluor 339,1.1,1.3,1,1,1.4

26) CCn1c(C(C#N)/C(=N\S(=O)(=O)c2cccs2)c2ccccc2)nc2ccccc21 (centres undefined)
27) c1ccc(-c2nnc3sc(CN4CCc5ccccc54)cn23)cc1
28) Cc1noc(/C=C/c2ccco2)c1S(=O)(=O)N1CCC(C(=O)NCc2ccco2)CC1
29) CN1CCc2c(sc3c2c(=O)n(-c2ccccc2)c2nnc(SCc4ccc(Cl)cc4)n32)C1
30) CCn1c(COc2ccc(Cl)cc2)nnc1SCC(=O)Nc1ccc2c(c1)OCO2
Screen / compound no.,26,27,28,29,30
Her2 expr inh,354,74,66,69,98
D1 allo mod,0.96,2.6*,.,0.16,.
Hsp90 block,-5,-22,-3,-5,1
E coli RNAP,1,.,4,.,.
5HT1a ag,0.6,-2.1,-6.3,-1.7,-2.6
M1 antag,-0.12,-0.74,0.071,-0.23,1.3
M1 agonist,1.4,0.7,0.11,0.49,0.3
NADH coupling,1%,2%,5%,3%,5%
Autofluor 339,1,1.1,1.2,1.2,0.89

31) O=C1CSC(c2cn(-c3ccccc3)nc2-c2ccc3c(c2)OCCO3)N1CCN1CCOCC1 (centres undefined)
32) O=C(/C=C\Nc1ccc2c(c1)OCO2)c1ccccn1
33) CCn1c(=O)c2cc(C(=O)N3CCN(C(=O)c4ccco4)CC3)sc2c2ccccc21
34) CCN(CC)S(=O)(=O)c1ccc2oc(SCc3ccc(F)cc3)nc2c1
35) COC(=O)c1c(NC(=O)CSc2nnnn2C)sc(C)c1C
Screen / compound no.,31,32,33,34,35
Her2 expr inh,96,47,68,88,200
D1 allo mod,2.2,-8*,-1.3,0.42,0.38
Hsp90 block,1,-4,0,0,-3
E coli RNAP,1,10,-3,4,3
5HT1a ag,2.0,-1.9,0.4,0.7,-2.5
M1 antag,-1.5,0.98,-1.4,-0.23,-0.24
M1 agonist,1.5,0.7,5.2*,-0.45,-0.03
NADH coupling,5%,9%,3%[fluoresces],1%,3%
Autofluor 339,1.1,1.5,2.1*,1.1,1

36) CCOC(=O)COc1ccc(S(=O)(=O)NCCC2=CCCCC2)cc1
37) CCn1c(COc2ccccc2C)nnc1SCC(=O)NCc1ccccc1
38) O=C(CSc1nc2ccccc2o1)NCCOc1ccccc1
39) COc1ccccc1NC(=O)c1ccc(S(=O)(=O)N2CCCC2)cc1
40) COC(=O)C1=C(C)NC(C)=C(C(=O)OC)C1c1ccccn1
Screen / compound no.,36,37,38,39,40
Her2 expr inh,80,60,123,50,95
D1 allo mod,0.24,0.5,0.0062,-0.048,-1.3
Hsp90 block,-18,0,-1,-3,0
E coli RNAP,14,.,-4,4,3
5HT1a ag,-2.2,0.4,-7.8,-0.2,-2.0
M1 antag,1.1,-0.54,-0.066,-0.015,0.42
M1 agonist,0.97,0.3,-0.58,-0.056,0.73
NADH coupling,6%,11%,3%,4%,5%
Autofluor 339,1.1,1.1,1.1,1,1.5

41) Cc1ccc(S(=O)(=O)Cc2cn3cccnc3n2)cc1
42) COc1cc(NC(=O)Cc2ccccc2)ccc1NC(=O)c1ccco1
43) CCOCC(=O)Nc1cc(-c2cn3cccnc3n2)ccc1C
44) CCOC(=O)C1(C)NC(c2ccc(OC)c(OC)c2)C2C(=O)N(CC)C(=O)C21 (centres undefined)
45) Cc1ccc(-c2nnn(CC(=O)N(CC(=O)NC3CCCC3)c3cnc4ccccc4c3)n2)o1
Screen / compound no.,41,42,43,44,45
Her2 expr inh,65,102,98,89,133
D1 allo mod,0.97,0.068,-0.87,-0.47,0.7
Hsp90 block,-6,0,-4,-2,-3
E coli RNAP,2,.,-15,1,0
5HT1a ag,-5.6,-0.6,1.2,-1.4,-5.0
M1 antag,1.6,-0.34,0.51,0.16,0.69
M1 agonist,2,0.76,-0.35,1.5,-0.95
NADH coupling,5%[fluoresces],1%,7%[fluoresces],3%,8%
Autofluor 339,3.7*,1.1,5.3*,1.1,1

46) COC(=O)c1ccc(C)c(NC(=O)Cc2coc3cc(OC)ccc23)c1
47) O=C(Nc1ccc2c(c1)OCCO2)C1CCCN1S(=O)(=O)c1ccc(Cl)cc1 (centres undefined)
48) CCn1c(-c2ccc(F)cc2)n[nH]c1=S
49) CC(=O)N1CCC2(CC1)C(C#N)=C(N)Oc1n[nH]c(CSc3ccc(C)cc3)c12
50) CC1(C)Cc2c(c(N3CCCCC3)[nH]c(=S)c2C#N)CS1
Screen / compound no.,46,47,48,49,50
Her2 expr inh,123,95,185,166,110
D1 allo mod,0.42,0.0062,0.22,-0.13,.
Hsp90 block,1,-3,-14,-2,-4
E coli RNAP,4,3,7,8,3
5HT1a ag,-1.5,0.5,-2.2,-0.8,-3.9
M1 antag,-0.38,0.24,0.13,-2.4*,-1.3
M1 agonist,0.14,0.67,-0.66,-0.42,-1.1
NADH coupling,4%,2%,8%,9%,6%
Autofluor 339,1.1,1.1,1.1,1,1

51) CCCOc1ccc2c3c(c(=O)oc2c1OCCC)CCC3
52) Cc1cc(-c2ccc(F)cc2)nc2cc(C(N)=O)nn12
53) C=CCSC1=C(C#N)C(c2ccccc2)CC(=O)N1 (centres undefined)
54) O=C(O)C1C2CCC(C2)C1C(=O)NCc1ccco1 (centres undefined)
55) Cc1cnc(C(=O)OCC(=O)N2c3ccccc3NC(=O)C2(C)C)cn1
Screen / compound no.,51,52,53,54,55
Her2 expr inh,72,96,119,94,99
D1 allo mod,1.2,10*,-0.17,.,0.49
Hsp90 block,-2,-6,1,-6,0
E coli RNAP,3,6,6,1,4
5HT1a ag,14,0.7,-1.0,-0.2,-3.7
M1 antag,-0.18,0.7,0.21,-0.019,1.2
M1 agonist,0.65,0.6,0.72,-0.11,0.16
NADH coupling,0%[fluoresces],8%,4%,5%,10%
Autofluor 339,2.1*,2.1*,1,1.1,0.9

Assay outcomes as filed in PubChem.
